# Compound activity as filed in PubChem.
# AddAB inh = less growth of phage-infected E. coli with AddAB; E. coli expressing H. pylori AddAB, absorbance growth; inhibition, % at 11.9 µM; 330,000 tested, 0.29% active; AID 435030; in the data active = inhibition above about 12%;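 note: 0% = vehicle wells of infected cells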
# DAGLB inhibitor = blocks human DAGLB lipase activity | HEK293T DAGLB membrane lysate, EnzChek fluorogenic substrate | inhibition, % at 5.17 µM | 340,000 tested, 0.059% active | AID 504411; in the data active = inhibition above about 34%;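 note: 0% = enzyme with vehicle and 100% = wells lacking enzyme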
# Target sequence (Q8NCG7 whole entry, looked up): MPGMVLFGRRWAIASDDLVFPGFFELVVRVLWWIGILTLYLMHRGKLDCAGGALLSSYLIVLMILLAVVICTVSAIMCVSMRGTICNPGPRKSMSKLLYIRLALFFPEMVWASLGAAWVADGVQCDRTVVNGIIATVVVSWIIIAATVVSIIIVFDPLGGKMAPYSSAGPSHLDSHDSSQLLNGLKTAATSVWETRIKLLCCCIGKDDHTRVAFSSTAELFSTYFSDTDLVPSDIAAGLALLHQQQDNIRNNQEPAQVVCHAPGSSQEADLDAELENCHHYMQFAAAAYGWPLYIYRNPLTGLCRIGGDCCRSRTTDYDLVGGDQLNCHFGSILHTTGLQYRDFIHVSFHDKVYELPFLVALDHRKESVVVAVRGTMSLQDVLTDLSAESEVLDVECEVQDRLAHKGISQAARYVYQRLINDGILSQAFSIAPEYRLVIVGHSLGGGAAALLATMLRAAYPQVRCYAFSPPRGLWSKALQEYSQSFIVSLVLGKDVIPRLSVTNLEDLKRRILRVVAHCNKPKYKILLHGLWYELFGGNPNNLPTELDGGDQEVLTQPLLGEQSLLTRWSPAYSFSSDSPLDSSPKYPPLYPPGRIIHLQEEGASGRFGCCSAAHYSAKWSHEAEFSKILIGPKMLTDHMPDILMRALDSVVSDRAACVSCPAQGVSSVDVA
# Tat export inh = inhibitors of E. coli Tat protein transport; E. coli MC4100 TorA-mCherry Tat export, fluorescence; inhibition, % at 10 µM; 340,000 tested, 0.036% active;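 active = mean replicate inhibition at least 50% and at least half of replicates individually reaching 50%; inconclusive = only one of the two criteria met; inactive = neither criterion met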;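 note: exported cargo escapes ClpAP degradation while cytoplasmic cargo is degraded and loses fluorescence; 0% = median of neutral control wells and 100% = median of NaSCN control wells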
# Wnt act = activators of Wnt/beta-catenin signaling; activation, % at 9.35 µM; 300,000 tested, 1.2% active; Wnt/beta-catenin reporter cell assay, activator, plate reader; in the data active = activation above about 30%, passing the limit was not always enough; inconclusive = no clear call, values can overlap the other calls;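 note: 0% = neutral control wells and 100% = positive control wells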
# PvdQ acylase = P. aeruginosa PvdQ acylase inhibition | AID 488965 | 340,000 tested, 0.063% active | inhibition, % at 10 µM | purified PvdQ acylase, fluorescence plate reader; in the data active = inhibition above about 30%, passing the limit was not always enough; inconclusive = no clear call, values can overlap the other calls;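 note: 0% = vehicle neutral wells and 100% = reference inhibitor wells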
# phage Ecoli inh = E. coli growth loss with phage present; growth absorbance; 360,000 tested, 0.26% active; inhibition, % at 11.9 µM; in the data active = inhibition above about 11%
# Rtt109 HAT inh = blocks Candida albicans Rtt109/Vps75 acetyltransferase activity. Q5AAJ8. purified Rtt109/Vps75, ThioGlo CoA-SH fluorescence, 4 h. inhibition, % at 34.9 µM. 330,000 tested, 0.16% active;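 active = inhibition of at least 50% in every replicate; inconclusive = best replicate reaches 50% inhibition but some replicates fall short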
# CAL PDZ inh = inhibitors of human CAL PDZ peptide binding; inhibition, % at 20 µM; 330,000 tested, 0.02% active; purified CAL PDZ, TMR-peptide fluorescence polarization, 1 h;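 active = highest replicate inhibition of at least 40%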;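 note: plate controls were DMSO neutral control wells for no effect and unlabeled competitor peptide control wells for full effect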
#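 System: tagged CAL PDZ domain. Schedule: 1 h room-temperature incubation prior to read. Signal: fluorescence polarization (mP). Measure: percent inhibition from loss of millipolarization.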
# Ecoli viability = reduces bacterial viability in AddAB counter-screen. E. coli V3065 growth, OD600 absorbance, 18 h. inhibition, % at 11.9 µM. AID 449728. 330,000 tested, 0.27% active;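 active = inhibition above the campaign's mean inhibition across all tested compounds plus 3 SD, cut at about 9.9% in these data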;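 note: uninfected addAB+ strain grown without phage in ampicillin broth; 0% = DMSO wells and 100% = ciprofloxacin 0.95 µg/ml wells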
# PfHsp90 set2 = inhibits growth of yeast expressing Plasmodium falciparum Hsp90 | S. cerevisiae expressing PfHsp90, BacTiter-Glo ATP, 48 h; yeast lacking PDR1 and PDR3 efflux regulators | 310,000 tested, 0.32% active | inhibition, % at 9.4 µM | AID 504621;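 active = every replicate shows inhibition above about 80%, whatever the replicate mean, limit read from the data; inconclusive = mean inhibition reaches the set limit but some replicate falls short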;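 note: 0% = DMSO neutral controls and 100% = 20 µM radicicol positive controls; yeast relying on Plasmodium falciparum Hsp90 in place of its own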
# An asterisk follows results filed as active; ? = inconclusive; / = no result given; & = joins results of further samples.
SMILES,AddAB inh,DAGLB inhibitor,Tat export inh,Wnt act,PvdQ acylase,phage Ecoli inh,Rtt109 HAT inh,CAL PDZ inh,Ecoli viability,PfHsp90 set2
COc1ccccc1N1CCN(C(=O)Cn2ncc3c([nH]c4ccccc43)c2=O)CC1,4.2,2,4,-4,-10,1.6,0,-1.5,-0.7,2
N#Cc1ccsc1NC(=O)COc1ccc(-c2nnco2)cc1,0.5,0,-2,/,0,3.4,2,-1.1,-1.6,11
O=C(O)Cc1ccc(Nc2cnn(C34CC5CC(CC(CC(=O)O)(C5)C3)C4)c(=O)c2Cl)cc1,1.7,-4,-3,-1,-2,-0.5,4,-0.4,1.5,-38
CCC(C)(C(=O)NC1CCCC1)N(CC1CCCO1)C(=O)c1ccc2c(c1)OCO2 (stereo not given),1.0,-2,-4,1,2,2.6,4,0.3,1.9,/
O=C(NC1CCCc2ccccc21)C1CCN(c2nnc(-n3cccc3)s2)CC1 (stereo not given),1.6,5,-6,-3,-18,2.5,1,-0.1,-2.6,-21
CSc1ccccc1NC(=O)CN1CC(C)OC(C)C1 (stereo not given),-1.4,0,2,-1,1,1.7,24,0.3,-0.6,6
O=S(=O)(c1ccc(N2CCCC2)nc1)N1CCCC1,5.8,1,1,1,-15,1.8,-13,0.7,2.9,/
COCCNC(=O)CSc1nc2ccccc2c(=O)n1CCC(=O)NCCc1ccc(OC)c(OC)c1,0.6,-2,7,0,-12,-4.0,11,-0.8,1.4,/
COc1ccc2c(c1)CC/C(=C\c1ccc(C)o1)C2=O,-0.6,-16,0,16,1,2.7,-3,0.6,-1.9,-31
CCCCCCSc1cc(C)nc2ncnn12,0.0,-1,5,3,-10,3.2,-5,-2.3,-1.1,-2
Cc1ccc(C(=O)N/C(=C/c2ccc(-c3cccc([N+](=O)[O-])c3)o2)C(=O)NC(C)C)cc1,2.8,2,7,/,0,2.3,11,-0.2,-1.3,22
CCc1nnc(NC(=O)C2CC(=O)N(CCc3ccc(F)cc3)C2)s1 (stereo not given),5.7,1,-1,-3,-15,0.8,-18,-2.1,-1.5,15
COc1ccc(CCNC(=O)c2noc(C(C)C)c2[N+](=O)[O-])cc1OC,0.4,2,3,1,-16,0.2,-3,-1.8,1.3,-6
Cc1ccccc1Cn1nnc2c1C(=O)c1ccccc1C2=O,-0.9,-1,7,/,3,2.8,1,-0.7,-2.7,-18
CC(C)Oc1ccc(C(=O)NC2(C(F)(F)F)NC(=O)N(CCCc3ccccc3)C2=O)cc1 (stereo not given),-1.6,-32,6,-1,-10,1.5,16,-3.0,-2.8,14
Cc1ccc(N2C(=O)C(F)(F)C2c2ccccc2)cc1 (stereo not given),0.4,-10,-3,0,-3,3.3,-5,-1.8,1.8,3
CC(C)(C)NC(=O)C1CCC(CNc2c(N3CCCCC3)c(=O)c2=O)CC1 (stereo not given),-0.2,-1,5,-3,12,1.1,15,-2.3,0.1,2
COc1ccccc1N=Cc1nc(-c2ccccc2)oc1OC(C)=O,1.1,0,3,-4,-12,0.8,18,-2.5,-0.2,6
O=C(Nc1ccc(F)cc1)c1ccc(NC(=O)C2CCCO2)cc1 (stereo not given),3.9,0,-5,/,-9,/,-14,-2.4,1.5,-19
CCOC(=O)/C(C#N)=C/c1c(N2CCN(C)CC2)nc2c(C)cccn2c1=O,/,1,-10,0,-15,2.1,4,-1.1,/,-16
Cc1ccccc1NC(=O)CN1CCC(NC(=O)Nc2ccccc2)CC1,1.3,-3,-5,1,3,1.8,-2,-0.4,-0.4,-163
Cc1ccc(S(=O)(=O)Nc2cccc(-c3ccc(N4CCCCCC4)nn3)c2)c(C)c1,4.2,0,-11,-1,4,2.4,11,-1.2,-3.1,-16
Cc1cccc(NS(=O)(=O)c2ccc(-c3cnc(C4CC4)o3)cc2)c1,3.2,-3,8,-6,-3,-1.5,2,-3.3,-0.2,-7
COC(=O)Nc1ccc(S(=O)(=O)Nc2ccccc2F)cc1,-1.2,0,-5,/,2,0.3,2,-0.9,-0.1,-16
COC(=O)c1cc(-c2ccc(S(=O)(=O)N3CCCC(C)C3)cc2)c(C(F)(F)F)s1 (stereo not given),-3.4,-15,3,-1,-3,0.0,-2,-1.6,-0.5,21
CN(Cc1ccco1)S(=O)(=O)c1ccc(CN2C(=O)c3cccnc3C2=O)s1,-0.4,2,-1,1,-13,-0.6,-12,-2.9,-0.6,5
CN(C(=S)Oc1ccc(C(=O)Nc2ccccc2)cc1)c1ccccc1,2.8,-1,2,/,10,3.4,4,-1.0,-0.3,-5
COc1ccc(S(=O)(=O)NCC2CCCN(C(=O)C3CCCC3)C2)cc1 (stereo not given),0.9,-1,-5,-1,7,4.1,0,-0.1,0.8,-9
Cc1ccc2c(CC(=O)NCc3cccs3)coc2c1,1.8,-6,5,5,-9,3.4,-10,-1.9,2.6,7
CC(C)C[C@@H]1CN=C(N)N1C[C@@H]1CCCN1C[C@H](C)N1C[C@@H](Cc2ccccc2)N(CCCC2CCCC2)C1=N,1.9,2,-2,-1,-9,0.6,?,-1.5,2.6,-7
Cc1cc2c(cc1S(=O)(=O)NCCc1ccccc1)NC(=O)CO2,-0.9,2,5,-2,-12,0.8,-7,-0.3,2.1,-36
CCOC(=O)C1(Cc2ccccc2)CCN(CC2CC=CCC2)CC1 (stereo not given),-1.0,1,-6,1,-20,3.6,1,-1.0,0.7,24
Cc1cc(=O)oc2c(C)c3occc3cc12,-2.5,-3,4,-2,7,-1.0,2,-0.6,-2.5,-5
CCC(C)NS(=O)(=O)c1ccc(OC)c(Cl)c1Cl (stereo not given),0.5,-2,-10,-1,35*,2.0,-3,-2.1,-2.9,1
CCN1CCN(C(C)CCc2ccccc2)CC1 (stereo not given),3.4,-2,-3,0,-9,5.2,-3,-1.4,1.0,-7
CCN(CCO)Cc1cc(=O)oc2c(C)c(C)ccc12,-2.1,1,1,/,8,2.4,2,-0.7,-0.4,5
Cc1ccc(C(=O)NC(O)C(Cl)Cl)cc1 (stereo not given),-1.1,-1,-5,/,-4,2.2,-2,-1.9,-1.8,21
C[C@H](CO)N1C[C@H](C)[C@@H](CN(C)C(=O)NC2CCCCC2)Oc2c(NC(=O)C3CC3)cccc2C1=O,3.8,-7,0,-1,18,-1.4,6,0.1,1.0,-9
CCOC(=O)C1(CCCc2ccccc2)CCN(C(=O)Cn2nc(C)nc2C)CC1,1.3,-1,-4,-2,-6,0.9,-16,-0.2,-2.8,-4
CCCCCCCCC(=O)N/N=C/c1ccccn1,-6.0,-1,-1,0,-1,-1.2,0,-0.3,-7.8,-12
Cc1nc(NC(=O)/C=C/c2ccccc2)sc1C(=O)NCCO,0.2,-1,1,2,-3,3.9,2,-1.2,0.8,19
O=c1c2ccccc2nnn1CSc1nnc(-c2ccco2)o1,1.7,-7,6,3,6,0.9,0,-3.5,2.3,10
Cc1cc(C)n(-c2nc3nonc3nc2Nc2cccc(C)c2C)n1,1.1,3,-3,/,-2,0.6,-5,-1.5,-2.6,-3
COCCOC(=O)C1=C(C)OC(N)=C(C#N)C1c1ccco1 (stereo not given),0.8,-3,0,-2,-7,0.3,-5,-2.6,-0.1,5
Cc1ccc(S(=O)(=O)N2c3ccccc3OCC2C(C)(C)C)cc1 (stereo not given),0.8,-11,10,-7,-8,0.8,-1,-2.7,-0.3,-8
O=C(COc1ccc2ccccc2c1)N1CCN(c2ccccc2O)CC1,-0.3,-1,1,/,7,-1.7,4,0.8,-1.0,21
COc1cc(/C=C2\SC(=S)N(Nc3ccccc3)C2=O)cc(OC)c1OC,2.4,-4,-6,/,4,2.1,15,-0.4,1.6,-12
Cc1cccc2cc(C#N)c(NCCNC(=O)COc3ccccc3)nc12,1.3,-3,10,-1,6,4.5,-4,-3.6,0.7,-7
Cc1cccc(C)c1NS(=O)(=O)c1ccc(NC(=O)c2ccc(Cl)c([N+](=O)[O-])c2)cc1,1.5,5,1,-6,0,4.4,5,-2.7,0.3,/
CCOC(=O)/C=C1/SCC(=O)N1CC(=O)Nc1cccc(F)c1,0.5,-1,-3,5,-1,2.2,-5,-2.5,0.0,-9
COc1cc(/C=C2\CCC/C(=C\c3ccc(O)c(OC)c3)C2=O)ccc1O,-1.5,3,-1,2,10,-1.8,3,/,-2.6,-32
COc1ccc(CNC(=O)C(OC(=O)c2ccco2)c2ccccc2)cc1 (stereo not given),0.3,1,21,-2,-7,0.9,9,-5.0,2.0,0
CC(C)(C)NC(=O)NCc1ccco1,1.6,-1,-5,10,-16,2.7,-21,0.1,1.8,-3
COc1ccc(CN2CCN(C(=O)C3CCC(CNS(=O)(=O)c4ccc(C)cc4)CC3)CC2)c(OC)c1OC (stereo not given),1.0,-2,10,-6,4,3.8,14,-2.8,0.9,-7
O=C(c1ccc(CS(=O)(=O)c2ccc(Br)cc2)o1)N1CCCC1,0.8,-1,5,1&-3,-13,3.3,6,0.7,-1.3,13
CCOc1ccc(S(=O)(=O)NCCC(=O)Nc2cccc(C(=O)OC)c2)cc1,1.5,-3,4,16,3,3.8,54*,-2.5,-3.0,-40
COc1ccc(NC(=O)CN(C)C(=O)c2cc(C)on2)cc1,-1.0,-1,-5,-1,7,2.6,-3,0.2,-1.9,26
NC(=O)C1(N2CCCCC2)CCN(c2nc(-c3ccccc3)cs2)CC1,0.5,-7,11,/,-15,5.1,3,-0.2,-0.9,4
CC(C)Oc1ccc(C(CC(=O)O)n2cnnn2)cc1 (stereo not given),0.7,/,-3,/,-6,5.1,-2,-0.3,-3.5,-33
CC(C)(C)C(=O)Nc1ccc(-c2cnco2)cc1,0.8,-2,-11,1,-16,3.1,-1,-0.4,-3.8,3
COc1cc(NC(=O)CSc2c3c(nc4ccccc24)CCC3)cc(OC)c1OC,3.2,-4,-4,-3,-1,4.1,28,-1.7,0.2,14
COc1cc(NC(=O)c2ccccc2[N+](=O)[O-])ccc1NC(=O)C(C)C,4.7,5,0,0,-16,4.7,-6,-2.4,2.3,-7
O=C(CNC(=O)c1ccccc1Cl)N/N=C/C=C/c1ccccc1,1.4,2,-8,1,-7,2.5,-1,0.2,-1.5,13
